Phagocytosis inh – macrophage phagocytosis inhibition; J774A.1 macrophage IgG-bead phagocytosis, imaging; inhibition, % at 5 µM; 0.07% of 110,000 active; AID 1029;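 active = inhibition above the mean of the plate negative controls plus 5 SD, cut at about 13% in these data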;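 also: phagocytic index as fraction of beads internalized from green versus red external bead signal; plate controls were DMSO negative control for no effect and cytochalasin-D positive control for full effect; some results beyond the cut were filed as inactive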
GALR2 antag – GALR2 (human) receptor antagonism | GALR2-expressing cells, antagonist mode | 0.39% of 140,000 active | inhibition, % at 4 µM; in the data active = inhibition above about 27%;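 also: cells stimulated with galanin 1-16 at roughly its EC80; 0% = agonist challenge control and 100% = basal control without agonist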
Target sequence (O43603 whole entry, looked up): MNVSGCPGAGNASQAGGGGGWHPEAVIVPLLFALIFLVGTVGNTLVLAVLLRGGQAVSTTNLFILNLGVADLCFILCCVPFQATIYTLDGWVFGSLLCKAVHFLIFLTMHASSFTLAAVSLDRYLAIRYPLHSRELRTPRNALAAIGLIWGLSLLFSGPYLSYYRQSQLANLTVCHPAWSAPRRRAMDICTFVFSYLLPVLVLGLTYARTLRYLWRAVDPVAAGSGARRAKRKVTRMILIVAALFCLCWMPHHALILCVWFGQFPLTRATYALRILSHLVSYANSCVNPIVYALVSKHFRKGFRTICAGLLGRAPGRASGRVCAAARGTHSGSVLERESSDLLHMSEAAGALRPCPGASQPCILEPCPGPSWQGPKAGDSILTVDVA
E-sel TNF inh – blocks E-selectin expression induced by TNF alpha | HUVEC TNFa-induced E-selectin immunofluorescence, high content | inhibition, % at 2 µM | 0.71% of 120,000 active;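 active = inhibition above the batch mean plus 3 SD, and confirmed as a hit on visual image review, cut at about 43% in these data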;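 also: 0% = TNF-stimulated DMSO wells and 100% = unstimulated control wells; not every result past the cut was called active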
PTEN del growth – PTEN-deleted cell growth suppression; HCT116 PTEN-null viability, CellTiter-Glo, 60 h; active compounds read low; viability, % at 10 µM; 1.2% of 140,000 active;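 active = viability at or below a set limit, 4 SD under the median of all tested compounds, cut at about 3.7% in these data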;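 also: PTEN knockout HCT116 line with beta catenin targeted HCT116 as companion control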
MRP-1 activ – MRP-1 activation. H69AR cells + doxorubicin, viability rescue, CellTiter-Glo. viability increase, % at 10 µM. 0.61% of 140,000 active;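 active = viability gain under doxorubicin at or above a set limit, the compound median plus 3 SD, cut at about 4.7% in these data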;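 also: MRP-1 overexpressing cells given doxorubicin 25 µM after compound pretreatment; 18-22 h compound pretreatment then 72 h with doxorubicin before readout; 0% = doxorubicin-only wells and 100% = vehicle-treated cells without doxorubicin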
NPY-Y2 antag – antagonists of human neuropeptide Y receptor Y2; NPY-Y2 expressing cells, antagonist mode; inhibition, % at 2.7 µM; 0.99% of 140,000 active; AID 793; in the data active = inhibition above about 17%;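 also: 0% = vehicle with agonist challenge and 100% = reference antagonist with challenge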
Target sequence (P49146 whole entry, looked up): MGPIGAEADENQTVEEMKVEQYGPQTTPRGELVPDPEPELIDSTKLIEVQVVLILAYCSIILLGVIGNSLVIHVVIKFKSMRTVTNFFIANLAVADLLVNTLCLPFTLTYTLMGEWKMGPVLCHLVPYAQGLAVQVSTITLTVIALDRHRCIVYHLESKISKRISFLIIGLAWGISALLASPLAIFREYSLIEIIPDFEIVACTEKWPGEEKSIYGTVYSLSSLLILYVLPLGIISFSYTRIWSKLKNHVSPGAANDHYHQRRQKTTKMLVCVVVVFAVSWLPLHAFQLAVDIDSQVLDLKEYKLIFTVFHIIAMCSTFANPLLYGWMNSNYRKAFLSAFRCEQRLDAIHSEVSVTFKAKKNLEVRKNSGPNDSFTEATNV
HCT116 bCat-KO – beta-catenin-lacking colon tumor cell growth suppression | HCT116 beta-catenin knockout viability, CellTiter-Glo, 60 h; active compounds read low | viability, % at 10 µM | 1.5% of 140,000 active | AID 818;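 active = viability at or under a set limit, the compound median less 4 SD, cut at about 6% in these data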;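 also: 0% = Hyamine 1622 control at 20 µM and 100% = untreated cell control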
Measles CPE – protection of cells from measles virus; Measles virus-infected cells, CPE protection, absorbance; protection (pct of control), % at 4 µM; 1.5% of 140,000 active; in the data active = protection mostly above about 24%, no sharp cut-off; inactive = mostly below about 26%; also: some compounds called inactive have numbers as strong as hits
BB579 growth dn – reduces growth of yeast BB579 in restrictive medium | AID 804 | 0.51% of 140,000 active | inhibition, % at 10 µM | S. cerevisiae BB579 growth, OD615, 48 h;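 active = inhibition above a set limit, 3 SD over the mean compound inhibition, cut at about 44% in these data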; also: inactives centre near -24
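System: Saccharomyces cerevisiae DeaD strain BB579, replicative lifespan model yeast | Buffer or medium: Restrictive glucose-based CSMM-D medium | Times: 4 h preincubation and 48 h exposure at 30 °C | Detection: OD615 turbidity measurement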
Yeast life ext – yeast lifespan extension; S. cerevisiae growth with nicotinamide, OD615; deaD strain in restrictive glucose medium; inhibition of the nicotinamide effect, % at 10 µM; 0.68% of 130,000 active; AID 775;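 active = inhibition above a set limit, placed 3 SD over the median of all compounds, cut at about 26% in these data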;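 also: 0% = nicotinamide-treated wells and 100% = cells grown without nicotinamide; some compounds called inactive have numbers as strong as hits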
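Buffer or medium: CSMM-D glucose medium, restrictive; test system: modified budding yeast, DeaD strain; compound: single dose 10 µM compound, 0.25% DMSO; schedule: culture preincubation 4 h, compound exposure 48 h, both 30 °C; detection: optical density (absorbance) at 615 nm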
* marks the source's active call; other numbers are inactive results; x = not tested or not shown. No enrichment for hits; overall some 6.3% were active at least once.

[1] CC(C)c1[nH]nc2c1C1(CCN(Cc3ccccc3)CC1)C(C#N)=C(N)O2
[2] CCCn1c(N)c(N(C)C)c(=O)n(CC(=O)Nc2ccc(OC(F)(F)F)cc2)c1=O
[3] Cn1c(N)c(C(=O)CSc2ccccn2)c(=O)n(C)c1=O
[4] CCOc1ccc(CCNC(=O)COC(=O)/C=C/c2ccc(OCC#N)c(OC)c2)cc1OCC
[5] COc1ccccc1-c1c(C(F)(F)F)oc2cc(OC(=O)c3ccccc3[N+](=O)[O-])ccc2c1=O
Screen / compound no.,1,2,3,4,5
Phagocytosis inh,10,0,-2,-2,-6
GALR2 antag,8,14,-5,4,5
E-sel TNF inh,-31,9,-15,4,6
PTEN del growth,108,91,95,105,66
MRP-1 activ,-0.1,0.5,-1.7,-1.9,-2.9
NPY-Y2 antag,3,1,2,0,3
HCT116 bCat-KO,101,95,91,102,72
Measles CPE,14,25,6,10,3
BB579 growth dn,-66,-29,-62,-16,-30
Yeast life ext,-12,-9,4,4,6

[6] Cc1ccn(Cc2n[nH]c(=S)n2Cc2ccccc2)n1
[7] CC1(C)CC(c2csc(N)n2)CCO1 (centres undefined)
[8] COC(=O)[C@@H]1[C@@H](C)OC(=O)N[C@H]1c1ccccc1
[9] O=C1NN(c2ccc(F)cc2)C(=O)/C1=C\C=C\c1ccco1
[10] Cc1nn(-c2ccc(F)cc2)c2c1cc(C#N)c1nc3ccccc3n12
Screen / compound no.,6,7,8,9,10
Phagocytosis inh,0,0,x,-3,4
GALR2 antag,-3,7,18,7,0
E-sel TNF inh,-2,x,-8,x,5
PTEN del growth,106,100,94,75,91
MRP-1 activ,-0.6,-0.1,-1.2,-3.3,-2.4
NPY-Y2 antag,3,1,2,0,2
HCT116 bCat-KO,100,97,100,70,85
Measles CPE,14,6,20,1,24
BB579 growth dn,-74,-17,-16,-14,3
Yeast life ext,3,22,1,32*,4

[11] Cc1sc2nc(CN(Cc3cccs3)C(=O)C3CC3)[nH]c(=O)c2c1C
[12] COC(=O)N/N=C/c1cn(CCCOc2ccc(C)cc2)c2ccccc12
[13] CC1CCCC(NC(=O)Nc2cccs2)C1C (centres undefined)
[14] O=C1COc2ccc(C(=O)c3ccccc3)cc2CN1
[15] CC(=O)N1CCN(CC(=O)Nc2ccccc2Sc2ccccc2)CC1
Screen / compound no.,11,12,13,14,15
Phagocytosis inh,-1,8,x,-2,-3
GALR2 antag,-8,8,0,1,3
E-sel TNF inh,-2,-21,-2,-2,8
PTEN del growth,84,80,94,107,92
MRP-1 activ,-1.4,0.0,-2.9,0.5,-4.2
NPY-Y2 antag,7,2,-1,-2,2
HCT116 bCat-KO,81,59,96,96,94
Measles CPE,11,18,3,16,15
BB579 growth dn,-1,-10,3,-30,-33
Yeast life ext,1,-3,7,-15,-2

[16] COc1ccc(CNC(=O)CSc2nc3ccc(N)cc3s2)cc1
[17] COc1ccc(-n2c(C)nn(C)c2=O)c(OC)c1
[18] CCCn1cnc2c(c1=O)c1nc3ccccc3nc1n2CCc1ccccc1
[19] CCOC(=O)c1c(C)c(C(=O)NCc2ccccn2)c(C)n1CC
[20] CC1=C([N+](=O)[O-])C(c2ccccc2)C2=C(N1)c1ccccc1C2=O (centres undefined)
Screen / compound no.,16,17,18,19,20
Phagocytosis inh,-6,x,-3,0,1
GALR2 antag,13,-4,7,10,0
E-sel TNF inh,x,-10,14,29,-9
PTEN del growth,95,104,96,93,13
MRP-1 activ,-2.5,-2.8,-1.2,-1.5,-6.4
NPY-Y2 antag,0,2,0,0,2
HCT116 bCat-KO,94,99,95,99,15
Measles CPE,12,19,3,8,21
BB579 growth dn,-14,-27,-29,-33,-29
Yeast life ext,0,-2,1,-9,-32

[21] COC(=O)c1ccc(COc2ccc3c(C)c(C)c(=O)oc3c2)o1
[22] CC(C)c1nnc(NC(=O)CCC(=O)Nc2ccc(F)cc2)s1
[23] COC(=O)Nc1nc(C)c(C(=O)c2ccccc2)s1
[24] Cc1cccc(C(=O)NCCN2CCOCC2)c1[N+](=O)[O-]
[25] O=C(CSc1nc(-c2cccs2)cc(C(F)(F)F)n1)Nc1cc(OCC(F)(F)C(F)F)cc([N+](=O)[O-])c1
Screen / compound no.,21,22,23,24,25
Phagocytosis inh,2,0,1,-5,-7
GALR2 antag,1,4,5,13,-1
E-sel TNF inh,17,x,0,x,x
PTEN del growth,102,x,28,103,43
MRP-1 activ,1.3,-0.3,-4.4,-0.5,-2.3
NPY-Y2 antag,3,1,4,2,4
HCT116 bCat-KO,102,93,29,93,51
Measles CPE,33,0,2,6,43
BB579 growth dn,-18,-29,-33,-8,-32
Yeast life ext,-7,-2,-13,-1,-3

[26] O=C(/C=C\c1cccs1)c1c(O)ccc2ccc(=O)oc12
[27] COc1cc2cc(C(=O)Nc3ccccc3)c(N)nc2cc1OC
[28] Oc1ccccc1-c1nnc(SCCN2CCOCC2)n1Cc1ccccc1
[29] O=C(/C=C/c1ccco1)NC(=S)Nc1nc(-c2ccc(Cl)cc2)cs1
[30] CC(=O)c1ccc(NC(=O)CSc2ccc(-c3ccc4c(c3)OCO4)nn2)cc1
Screen / compound no.,26,27,28,29,30
Phagocytosis inh,4,1,-3,-1,-12
GALR2 antag,12,12,-14,1,-5
E-sel TNF inh,-13,x,-22,-39,x
PTEN del growth,66,76,2.4*,8,87
MRP-1 activ,-4.1,-3.3,-5.8,-5.5,-3.0
NPY-Y2 antag,2,-2,2,1,-2
HCT116 bCat-KO,72,98,2.7*,10,84
Measles CPE,8,15,2,7,3
BB579 growth dn,-31,-15,-9,-36,-38
Yeast life ext,27*,-19,-23,3,0

[31] CC(C)CC(C(=O)Nn1cnnc1)N1C(=O)c2ccccc2C1=O (centres undefined)
[32] CCOC(=O)c1[nH]cnc1C(=O)Nc1ccncc1
[33] CCCC1(C)Nc2ccccc2-c2nc3ccccc3n21 (centres undefined)
[34] CCOC(=O)C1CCCN(C(=O)COC(=O)c2cc(=O)c3ccccc3o2)C1 (centres undefined)
[35] CC(C)=CC[N+]1(C)CCCCC1
Screen / compound no.,31,32,33,34,35
Phagocytosis inh,0,-1,-3,-2,-9
GALR2 antag,-15,1,2,-7,-1
E-sel TNF inh,-7,-34,-1,64*,-9
PTEN del growth,107,94,82,92,95
MRP-1 activ,0.8,-2.4,-1.2,-1.9,1.1
NPY-Y2 antag,0,1,2,1,4
HCT116 bCat-KO,106,101,82,90,88
Measles CPE,5,6,8,6,6
BB579 growth dn,-32,-34,-31,-16,-23
Yeast life ext,-13,14,-21,-18,4

[36] CCCCCCCCNC(=O)C(CCC(=O)OCc1ccccc1)NC(C)=O (centres undefined)
[37] CC(C)Oc1ccc(C(=O)NC2(C(F)(F)F)N=C3SCCN3C2=O)cc1 (centres undefined)
[38] O=C(NC1(C(F)(F)F)N=C(c2ccccc2)NC1=O)c1ccc(Cl)cc1Cl (centres undefined)
[39] O=C(/C=C/c1cccc([N+](=O)[O-])c1)Nc1ccccc1N1CCOCC1
[40] Cc1nn(C)cc1C1C2=C(CC(C)(C)CC2=O)OC2=C1C(=O)CC(C)(C)C2
Screen / compound no.,36,37,38,39,40
Phagocytosis inh,0,-1,2,-2,x
GALR2 antag,-16,1,-9,4,0
E-sel TNF inh,13,10,-56,-26,-25
PTEN del growth,83,103,79,90,100
MRP-1 activ,0.1,1.9,-2.5,-2.9,-3.7
NPY-Y2 antag,4,3,8,4,1
HCT116 bCat-KO,89,96,76,96,96
Measles CPE,5,5,1,11,17
BB579 growth dn,-18,-25,-48,-10,-3
Yeast life ext,-5,-7,-7,1,-8

Compound profiles, from the list above. Order of screens: Phagocytosis inh | GALR2 antag | E-sel TNF inh | PTEN del growth | MRP-1 activ | NPY-Y2 antag | HCT116 bCat-KO | Measles CPE | BB579 growth dn | Yeast life ext
Cc1nn(C)cc1C1C2=C(CC(C)(C)CC2=O)OC2=C1C(=O)CC(C)(C)C2 is entered as x | 0 | -25 | 100 | -3.7 | 1 | 96 | 17 | -3 | -8
CCCCCCCCNC(=O)C(CCC(=O)OCc1ccccc1)NC(C)=O (centres undefined) is entered as 0 | -16 | 13 | 83 | 0.1 | 4 | 89 | 5 | -18 | -5
O=C(NC1(C(F)(F)F)N=C(c2ccccc2)NC1=O)c1ccc(Cl)cc1Cl (centres undefined) is entered as 2 | -9 | -56 | 79 | -2.5 | 8 | 76 | 1 | -48 | -7
O=C(/C=C/c1cccc([N+](=O)[O-])c1)Nc1ccccc1N1CCOCC1 is entered as -2 | 4 | -26 | 90 | -2.9 | 4 | 96 | 11 | -10 | 1

Next part
[41] Cc1[nH]c2ccccc2c1C(=O)COC(=O)Cn1cnc2ccccc21
[42] COc1cccc(C2CC(c3ccccc3Cl)Nc3nc(N)nn32)c1 (centres undefined)
[43] CC(=O)Nc1ccc(OCC(O)CN2CCN(c3cc(Cl)ccc3C)CC2)cc1 (centres undefined)
[44] COCCn1c(SCC(N)=O)nc2c(c1=O)SC(C)C2 (centres undefined)
[45] Cc1cc(Nc2ccc(Br)c(C)c2)n2nc(C)nc2n1
Screen / compound no.,41,42,43,44,45
Phagocytosis inh,-12,x,-1,x,0
GALR2 antag,5,3,1,9,2
E-sel TNF inh,-14,32,11,-9,0
PTEN del growth,108,95,66,87,70
MRP-1 activ,0.5,-0.9,-5.1,0.3,-3.8
NPY-Y2 antag,1,2,4,3,3
HCT116 bCat-KO,88,96,68,88,78
Measles CPE,14,21,4,7,11
BB579 growth dn,-42,2,-19,26,-5
Yeast life ext,2,x,-24,-7,-11

[46] COc1ccc(C(=O)Nn2c(SCC(=O)c3ccccc3)nc3ccccc3c2=O)cc1
[47] COCCn1c(=NC(=O)c2ccc(S(=O)(=O)N3CCc4ccccc4C3)cc2)sc2cc(OC)ccc21
[48] OC(COCc1cccs1)CN1CCN(c2ccccn2)CC1 (centres undefined)
[49] CC(C)Cc1cc(C(=O)N2N=C(C(F)F)CC2(O)C(F)F)c2ccccc2n1 (centres undefined)
[50] Cc1cc(C)[n+](-c2ccc(F)cc2)c2[nH]c(=O)[nH]c(=O)c12
Screen / compound no.,46,47,48,49,50
Phagocytosis inh,-2,-3,-1,x,-16
GALR2 antag,0,7,17,-6,11
E-sel TNF inh,-7,-1,x,12,x
PTEN del growth,77,48,97,88,99
MRP-1 activ,-2.6,-4.6,-0.5,3.2,-0.6
NPY-Y2 antag,1,2,3,2,2
HCT116 bCat-KO,74,48,99,91,100
Measles CPE,13,4,2,24,x
BB579 growth dn,-28,-42,16,-20,-7
Yeast life ext,-5,-3,-6,x,4

Screens (PubChem)
